High-throughput results from PubChem.
EBV LMP1 NFkB: EBV LMP1-driven NF-kappaB luciferase reporter inhibitors, primary screen, cell-based, luminescence, single point | LMP1-induced NF-kappaB luciferase reporter cells | inhibition, % at 12.5 µM | 350,000 compounds, 0.69% hits; in the data active means inhibition above about 41%;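 further: 0% = neutral control wells and 100% = reference inhibitor control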
TWEAK-Fn14 inh: inhibitors of TWEAK-Fn14 signaling, primary screen, luciferase reporter cells, uHTS | TWEAK-stimulated Fn14 reporter cells, luciferase luminescence, 8 h | inhibition, % at 10 µM | 360,000 compounds, 2% hits; in the data active means inhibition above about 50%
TRAIL sens C8: viability loss with TRAIL in NB7+C8 cells, primary screen, TRAIL sensitizer project, cell-based, ATPlite luminescence; AID 624354, 2012; inhibition (viability loss, TRAIL sensitization), % at 10 µM; 360,000 compounds, 1% hits;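 active means compounds causing at least 50% loss of cell viability in the single-dose screen, relative to plate controls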
NCOA1 inh: SRC1 coactivator transcriptional activity inhibitors, primary screen, cell-based, luminescence; Nuclear receptor coactivator 1 (Homo sapiens), Q15788; HEK293 GAL4-SRC1 luciferase reporter; inhibition, % at 3.6 µM; 360,000 compounds, 0.12% hits; AID 588354, 2011;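 active means inhibition above the campaign mean plus 3 SD, with each screening campaign given its own cutoff, cut at about 60% in these data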;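 further: 0% = DMSO treated cells and 100% = gossypol at 36 µM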
Target sequence (Q15788 whole entry, looked up, the tested form may be a part): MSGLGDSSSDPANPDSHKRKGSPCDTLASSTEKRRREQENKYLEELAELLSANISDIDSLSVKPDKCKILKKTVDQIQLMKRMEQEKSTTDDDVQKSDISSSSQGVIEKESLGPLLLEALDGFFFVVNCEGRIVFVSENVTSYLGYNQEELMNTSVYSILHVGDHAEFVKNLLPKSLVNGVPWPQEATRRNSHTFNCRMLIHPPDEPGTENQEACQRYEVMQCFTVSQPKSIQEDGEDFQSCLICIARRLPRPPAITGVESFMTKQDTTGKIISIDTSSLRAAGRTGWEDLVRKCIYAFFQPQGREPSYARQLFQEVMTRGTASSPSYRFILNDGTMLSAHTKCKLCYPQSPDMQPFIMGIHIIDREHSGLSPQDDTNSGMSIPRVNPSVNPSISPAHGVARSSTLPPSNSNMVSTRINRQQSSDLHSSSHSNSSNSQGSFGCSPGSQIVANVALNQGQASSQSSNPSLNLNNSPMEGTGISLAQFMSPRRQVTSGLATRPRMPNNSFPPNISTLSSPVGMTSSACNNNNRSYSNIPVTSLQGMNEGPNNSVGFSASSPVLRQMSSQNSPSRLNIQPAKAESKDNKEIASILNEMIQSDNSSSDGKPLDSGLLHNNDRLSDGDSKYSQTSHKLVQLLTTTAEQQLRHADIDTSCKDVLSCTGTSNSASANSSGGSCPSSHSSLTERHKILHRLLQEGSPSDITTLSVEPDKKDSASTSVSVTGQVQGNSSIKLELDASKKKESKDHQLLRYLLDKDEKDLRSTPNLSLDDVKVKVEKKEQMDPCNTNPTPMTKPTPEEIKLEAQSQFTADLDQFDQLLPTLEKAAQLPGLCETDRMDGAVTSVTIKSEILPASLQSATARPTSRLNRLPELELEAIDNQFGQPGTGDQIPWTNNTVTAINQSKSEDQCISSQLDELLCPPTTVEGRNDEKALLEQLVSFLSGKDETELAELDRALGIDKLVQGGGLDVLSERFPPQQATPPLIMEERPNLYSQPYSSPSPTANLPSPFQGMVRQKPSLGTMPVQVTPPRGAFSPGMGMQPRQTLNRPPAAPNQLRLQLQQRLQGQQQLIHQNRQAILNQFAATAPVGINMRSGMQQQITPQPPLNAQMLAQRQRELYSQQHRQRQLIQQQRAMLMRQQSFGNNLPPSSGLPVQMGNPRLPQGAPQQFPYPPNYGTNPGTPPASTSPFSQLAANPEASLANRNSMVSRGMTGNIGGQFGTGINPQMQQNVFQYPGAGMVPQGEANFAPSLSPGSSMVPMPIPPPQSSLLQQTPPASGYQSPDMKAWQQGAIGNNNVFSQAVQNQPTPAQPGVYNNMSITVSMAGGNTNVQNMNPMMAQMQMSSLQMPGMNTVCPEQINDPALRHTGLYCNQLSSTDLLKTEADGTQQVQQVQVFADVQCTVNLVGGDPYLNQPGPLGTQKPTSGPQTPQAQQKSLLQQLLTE
LRH-1 inv ag: LRH-1 (NR5A2) inverse agonists, primary screen, cell-based, luminescence, HEK293T, StAR-luciferase reporter | inhibition, % at 3.6 µM | LRH-1 transfected, 24 h | AID 602396, 2012 | 360,000 compounds, 0.13% hits;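 active means inhibition above the mean inhibition of all tested compounds plus 3 SD, cut at about 73% in these data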;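 further: 0% = DMSO wells and 100% = reporter-only cells lacking LRH-1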
NCOA3 inh: SRC3 coactivator transcriptional activity inhibitors, primary screen, cell-based, luminescence; HEK293 GAL4-SRC3 luciferase reporter; inhibition, % at 3.6 µM; 360,000 compounds, 0.17% hits;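 active means inhibition above a per-campaign cutoff, the mean of all compounds plus 3 SD, cut at about 60% in these data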;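 further: 0% = DMSO-treated cells and 100% = gossypol-treated cells at 36 µM; higher means less SRC3-driven luciferase light from the GAL4 reporter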
COUP-TFII inh: NR2F2 transcriptional activity inhibitors, primary screen, cell-based, luciferase reporter, HEK293T, luminescence; HEK293T NGFI-A luciferase reporter; inhibition, % at 8.6 µM; 370,000 compounds, 0.7% hits; AID 686940, 2013;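 active means inhibition above a per-plate cutoff, mean inhibition of test wells between control levels plus 3 SD, cut at about 38% in these data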;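 further: cells cotransfected with COUP-TFII expression vector driving the NGFI-A reporter; 0% = median of COUP-TF2 test wells and 100% = reporter-only cells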
Shn3 inh set2: reduction of Shn3 3'UTR firefly luciferase signal, primary screen, Schnurri-3 inhibitor project, cell-based, Clone20 osteoblasts, set 2. Clone20 osteoblast Shn3 3'UTR firefly luciferase, 24 h. inhibition, % at 12.5 µM. 360,000 compounds, 0.52% hits. AID 588674, 2011;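 active means mean inhibition of at least 75% with every replicate also reaching 75%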;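 further: 0% = median of neutral control wells and 100% = pilot-screen positive control compound; some compounds past the cut are filed as inactive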
TROY signal inh: inhibitors of TROY-driven NF-kB signaling, primary screen, Q293 LMP1-TROYcd cells, NF-kB luciferase, uHTS; inhibition, % at 10 µM; 360,000 compounds, 0.98% hits; AID 1347056, 2019; Q293 LMP1-TROYcd NF-kB luciferase reporter, 4 h;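 active means compounds whose plate-normalised and pattern-corrected inhibition of the luciferase reporter signal at the single screening dose is 50% or more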
CF NFkB inh: inhibitors of PAF-induced NF-kB signaling, primary screen, cell-based, GFP fluorescence, uHTS; AID 588850, 2011; inhibition, % at 5 µM; KKLEB NF-kB-GFP reporter, GFP fluorescence overnight; 360,000 compounds, 0.86% hits;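 active means at least 50% inhibition at 5 µM, scaled per plate between neutral and stimulator controls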;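 further: PAF is a Pseudomonas aeruginosa culture filtrate used as stimulus; plate controls were PAF-stimulated DMSO wells for no effect and unstimulated DMSO wells for full effect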
KKLEB tox: cytotoxicity in KKLEB CF airway cells, primary screen, cytotoxicity control for CF NF-kB inhibitor project, cell-based, uHTS, fluorescence assay plates; KKLEB CF airway cells viability, ATPlite luminescence, overnight; hits give low values; cells stimulated with P. aeruginosa culture filtrate; activity change (cytotoxicity), % at 5 µM; 360,000 compounds, 0.36% hits; AID 602141, 2011;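 active means corrected activity change at or below -50% at 5 µM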
* hit, by the source's call; . = not tested or not shown. An excerpt (hit frequency here may not be typical).

SMILES	EBV LMP1 NFkB	TWEAK-Fn14 inh	TRAIL sens C8	NCOA1 inh	LRH-1 inv ag	NCOA3 inh	COUP-TFII inh	Shn3 inh set2	TROY signal inh	CF NFkB inh	KKLEB tox
COc1cc2c(cc1OC)C(C(=O)NC1CC1)C1c3ccccc3CCN1C2=O (stereo not given)	-4	-47	-5	-3	-15	7	6	3	-8	16	-12
COC(=O)c1c(NC(=O)COC(=O)Cn2cnc3ccccc32)sc2c1CCCC2	9	4	-20	13	-11	-11	7	4	0	-17	1
Cc1onc(-c2c(F)cccc2Cl)c1C(=O)NCc1ccccc1	-5	5	-9	-1	14	1	20	14	7	-3	-8
CC(=O)NC1=NC(=O)/C(=C/c2cc(C)n(-c3cccc(C(=O)O)c3)c2C)S1	4	6	-15	-2	-8	13	-6	-9	-7	16	-2
COc1ccc2c3n([n+]([O-])c2c1)CCN=C3c1ccc(Cl)cc1	-20	-30	-14	-14	-55	-8	-5	-35	11	14	-16
CCCNC(=O)c1ccccc1C(=O)NC1(C(=O)NCCC)CCCC1	4	6	-17	-16	2	-8	12	-26	-22	-12	-7
Cc1c(NC(=O)C(C)N(c2ccccc2)S(C)(=O)=O)c(=O)n(-c2ccccc2)n1C (stereo not given)	-6	3	-5	-4	-19	0	11	-15	-1	8	-2
O=[N+]([O-])c1ccc(Cl)c(/C=N/N2CCN(Cc3ccc(Cl)cc3)CC2)c1	4	4	6	-13	39	12	-5	13	11	10	-5
COc1cc(NC(=O)COc2ccccc2Cl)ccc1NC(=O)C(C)C	7	-5	-8	-16	-33	-15	-9	18	-6	7	2
O=C(CN1CCN(c2ccccn2)CC1)Nc1cccc(S(=O)(=O)N2CCOCC2)c1	-5	1	-6	8	-13	16	6	-6	25	12	4
O=C(O)CN1C(=O)C(=O)N(Cc2ccc(C(F)(F)F)cc2)C1=O	4	-9	2	-12	5	-10	-12	-2	-4	-16	12
Cc1cc(C)n(S(=O)(=O)c2ccc3ccccc3c2)n1	1	-1	-5	3	-15	10	6	4	9	-16	10
CC(=O)Nc1ccc(S(=O)(=O)Nc2ccccc2C(=O)N2CCCCCC2)cc1	3	4	19	-1	23	-3	22	5	7	-10	8
CN(Cc1ccccc1)C(=O)CN1C(=O)c2ccccc2C1=O	-13	-25	-3	-7	-1	5	-24	-4	-6	1	-2
CCOc1ccc(NC(=O)NNC(=O)c2ccc(Cl)cc2Cl)cc1	-40	-2	0	2	15	9	13	1	-7	-7	9
COc1ccc(OC)c(S(=O)(=O)N2CCC(C(=O)Nc3cccc(C)c3)CC2)c1	-14	3	-6	13	-5	3	8	3	5	-8	2
COc1cccc(/C=c2\s/c(=C\C(=O)C(C)(C)C)[nH]c2=O)c1	-6	56*	14	-13	-4	3	-13	7	15	0	1
Cc1cccc2sc(=S)[nH]c12	.	13	-8	6	25	10	-6	7	-3	-10	-9
COc1ccccc1OC(=O)c1cc(Cl)nc2ccccc12	-5	-15	1	-2	-8	12	5	-7	1	-5	-2
Cc1cn2c(-c3cccnc3)nnc2s1	-1	14	-2	-20	10	-1	-10	-4	11	2	5
COc1cccc(-c2csc(N3CCN(C(=O)C4CCCCC4)CC3)n2)c1	5	-16	8	-40	-29	-3	8	5	-27	-9	-11
Cc1oc2cc3oc(=O)c(CCC(=O)NCc4ccccn4)c(C)c3cc2c1C	-17	-27	-6	-11	11	0	-5	3	-21	10	-1
CCNc1ncnc2c1cnn2C1CCCCO1 (stereo not given)	3	6	-7	-7	-7	-16	-5	-22	-18	-16	4
O=C(CC1Oc2ccccc2NC1=O)NCc1ccc(Cl)cc1 (stereo not given)	3	-16	0	-7	20	-18	7	-5	-3	-2	0
CC(C)OC(=O)c1cccc(C(=O)O)n1	-3	-2	-5	6	-6	-7	2	-9	2	1	0
The results go on.
SMILES	EBV LMP1 NFkB	TWEAK-Fn14 inh	TRAIL sens C8	NCOA1 inh	LRH-1 inv ag	NCOA3 inh	COUP-TFII inh	Shn3 inh set2	TROY signal inh	CF NFkB inh	KKLEB tox
N#Cc1ccccc1S(=O)(=O)N1CCN(CC(O)c2ccccc2)CC1 (stereo not given)	-1	2	0	-2	-11	10	-7	-16	-1	-8	6
O=C(Nc1ccc2c(c1)OCO2)c1ccc2sc([C@@H]3O[C@H](CO)[C@@H](O)[C@H]3O)nc2c1	.	25	26	-39	-56	-42	-27	-18	-5	0	3
O=C(COC(=O)C1CCC1)Nc1cc(S(=O)(=O)N2CCOCC2)ccc1Cl	1	-1	10	7	22	18	0	18	-9	-16	1
COc1cccc(-c2nc(N3CCCC3)c3ccccc3n2)c1O	-5	5	-12	-1	21	-5	-3	-11	-17	-23	0
O=C1NC2c3c(I)sc(I)c3C(=O)C2O1 (stereo not given)	-9	31	20	-5	-19	-5	-9	17	7	-16	9
CC(C)CCNC(=O)CO/N=C/c1ccccc1OC(F)F	-12	-7	-1	1	-3	10	-2	7	1	-8	6
Cc1ccc(S(=O)(=O)N2CCCC2C(=O)Nc2cc(C)on2)cc1 (stereo not given)	4	-6	-6	2	6	0	1	-17	-7	0	2
O=C1CC(NC(=O)C(F)(F)F)=NN1c1ccccc1	-8	-7	-7	-2	-19	0	-22	19	-35	-6	6
C=CCSc1nc(C)cc2c1C(=O)OC2	0	26	2	6	-22	21	3	6	-4	0	0
CCOC(=O)C1(C)CCN1C(=O)c1ccccc1C (stereo not given)	.	5	-16	-17	-8	0	10	-6	4	10	-5
O=C(Cn1nnc(-c2ccccc2F)n1)OCC(=O)c1ccccc1	2	1	-6	-5	-16	4	18	-5	-20	1	2
Cc1cc(OCC(=O)OCC(=O)Nc2cccnc2Cl)ccc1Cl	11	1	-3	-3	11	-1	-6	-9	1	27	-1
O=C(CSc1ccc(-c2ccco2)nn1)N1CCCCC1	-7	5	6	3	-28	2	-13	-17	10	-1	1
O=C(Nc1ccccc1)Nc1ccno1	0	4	-10	-8	-14	-5	-21	-5	-3	1	2
Cc1cc(C)cc(N(CC(=O)Nc2ccc(C(F)(F)F)cc2)S(=O)(=O)c2c(C)[nH]c(=O)[nH]c2=O)c1	-1	15	-7	-15	10	1	7	-4	1	-20	12
Cc1ccc(-n2ccc(-c3nn(-c4ccccc4)ccc3=O)n2)cc1	6	8	-5	26	-5	24	-1	8	22	28	14
Cc1ccccc1S(=O)(=O)N1C[C@H]2CON(C)[C@H]2C[C@H]1c1cccc(Oc2ccccc2)c1	2	15	27	-7	5	0	5	1	-5	7	-16
CC(C)(C)C(=O)Nc1nnc([C@H]2C[C@H](O)[C@@H](CO)O2)s1	.	-13	-10	6	-4	6	-10	51	-2	14	4
Cn1nc(-c2ccc(Cl)cc2)c2cc(C(=O)N3CCOCC3)sc21	-9	-32	7	7	22	1	-26	16	-7	-66	-6
COc1ccc(OCC(=O)Nc2ccc3c(c2)C(=O)NC3=O)cc1	1	-5	-12	-4	12	1	3	6	-15	-4	-4
COc1ccc(CC(=O)OC(C)CN2CCCC2)cc1 (stereo not given)	-8	-1	0	9	15	22	-5	1	-15	1	11
COc1ccc(/C=C/C(=O)OCC(=O)c2c[nH]c3ccccc23)cc1	4	9	-9	3	7	-13	19	5	5	-14	10
O=C(Cn1c(=O)oc2ccccc21)N1CCN(c2ccc(N3CCOCC3)nn2)CC1	0	0	-7	9	11	0	4	1	4	8	-4
COc1ccc(-c2cc(C(F)(F)F)n3ncc(C(=O)NCc4ccco4)c3n2)cc1	-2	-55	2	3	6	-1	-15	8	-10	-34	1
CCCCn1nnnc1C1(C)CCC(=O)N1CC(F)(F)F (stereo not given)	.	4	-5	.	-9	.	5	.	5	.	.
(more compounds)
SMILES	EBV LMP1 NFkB	TWEAK-Fn14 inh	TRAIL sens C8	NCOA1 inh	LRH-1 inv ag	NCOA3 inh	COUP-TFII inh	Shn3 inh set2	TROY signal inh	CF NFkB inh	KKLEB tox
Cc1cc(C(=O)NCC(=O)OCC(=O)NCC2CCCO2)ccc1[N+](=O)[O-] (stereo not given)	-1	4	-5	12	18	8	-12	-6	5	-10	-10
COc1ccc(N2CCN(Cc3cc(=O)c(OCC(=O)NC4CCCC4)co3)CC2)cc1	-1	-5	8	-3	-1	7	8	0	12	-10	8
COc1cc(Cl)ccc1OCc1cc(C(=O)N2CCN(C)CC2)no1	-3	1	-2	-6	5	7	9	-7	-11	-10	4
COc1ccccc1-c1cc(C(=O)Nc2cccnc2Cl)no1	-11	-22	-7	-33	-9	-13	8	12	-18	4	-8
Cn1nc(C(F)(F)F)c2cc(NC(=O)OCc3ccc(F)cc3)sc21	-1	2	-6	13	9	19	-2	-1	43	-19	8
CN(C)CCCNc1ccc(-c2cc(Nc3cccc(Cl)c3)ncn2)cn1	-3	-28	21	-9	-17	-25	-4	-29	-25	16	-19
CCSc1nc2sc3c(c2c(=O)[nH]1)CCCC3	7	-6	4	-19	6	5	-4	-5	-25	5	8
Cc1noc(C)c1COC(=O)C1(c2cccc(F)c2)CCCC1	-5	15	12	7	-5	12	14	8	-18	-11	0
COc1ccc(NC(=O)C2Cc3cc(S(=O)(=O)N4CCCCC4)ccc3N2C(C)=O)cc1Cl (stereo not given)	-5	4	11	1	9	9	12	12	14	-15	-5
C/C=C/c1ccc(O)c(OC)c1	4	17	-8	-2	-37	-27	19	3	-3	-8	0
COc1ccc(C(=O)NC(=S)Nc2cc3oc4ccccc4c3cc2OC)cc1	6	-16	5	-15	13	8	1	4	-5	33	-41
C[C@@H]1CN([C@H](C)CO)S(=O)(=O)c2ccc(-c3ccc(C(=O)N(C)C)cc3)cc2O[C@H]1CN(C)C(=O)Cc1ccccn1	3	-1	-17	8	-25	2	-4	4	-9	-16	4
COCCn1c(SCC(=O)Nc2c(C)n(C)n(-c3ccccc3)c2=O)nc2ccccc2c1=O	0	20	0	-4	-3	-15	13	-10	16	4	-16
C[C@H](CO)N1C[C@H](C)[C@@H](CN(C)Cc2ccc(Oc3ccccc3)cc2)Oc2c(NS(=O)(=O)c3cn(C)cn3)cccc2C1=O	4	-15	-7	16	11	-5	2	-2	-11	-8	10
COc1cccc(-c2nc3nc(C)cc(C)n3c2NC2CCCC2)c1	.	10	-3	.	-8	.	8	.	-34	.	.
Cc1c(N(C(=O)c2cnccn2)C2(C(=O)NC3CCCC3)CCCCC2)c(=O)n(-c2ccccc2)n1C	-1	-26	-12	2	5	12	-9	3	7	-26	3
Nc1ccc(C(=O)N/N=C/c2ccccc2)cc1	-15	-1	22	-48	-52	-30	-36	-14	-37	4	-1
CCOc1ccc(-c2n[nH]c(=S)n2/N=C/c2cc3c(cc2[N+](=O)[O-])OCO3)cc1	4	-17	-3	-1	17	21	19	4	-11	-10	-3
